NPSR antagonist = antagonists of human neuropeptide S receptor cAMP signaling; Potency, µM (titrated, usually from 38.3 µM), inactives show at the highest dose activity change, negative = inhibition, hits mostly inhibitors; AID 1461; 1% of 220,000 active; Q6W5P4; CHO-NPSR cells, cAMP TR-FRET, antagonist mode; further: potency means the concentration at half of the fitted maximal effect; on the % scale 0 is the no-effect control and ±100 the full control effect; nearly all actives have a fitted effect of over 50% in size; many of its hits are not listed in these tables
Luc counter = Kinase-Glo luciferase inhibition (counter-screen). 0.28% of 200,000 active. Potency, µM (highest dose often 38.3 µM), inactives show at the top dose activity change, negative = inhibition, most hits filed as inhibitors. Kinase-Glo luciferase, ATP luminescence, 8 min. AID 1379; further: potency means the concentration at half of the fitted maximal effect; on the % scale 0 is the no-effect control and ±100 the full control effect; nearly all actives have a fitted effect of over 60% in size
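Substrate mix (final 50 mM imidazole pH 7.2, 50 mM KCl, 7 mM MgCl2, 10 uM ATP, 0.01% Tween 20, 0.05% BSA) plus pin-tool compound, then Kinase-Glo detection mix; 8 min ambient, luminescence read.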
IMPase Li cell = cell-permeable IMPase inhibitors with lithium potentiation; Potency, µM (series often up to 59.4 µM), without a hit: at the top dose activity, negative = IMPase inhibition, hits mostly inhibitors; AID 1457; CHO-M1 cells, IP1 TR-FRET (IP-One), carbachol + lithium; 0.35% of 210,000 active;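 further: IP1 builds up when IMPase is blocked and the TR-FRET signal falls; potency means the concentration at half of the fitted maximal effect; plate controls were basal vehicle for no effect and high inhibitor control for full effect; nearly all actives have a fitted effect of over 50% in size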
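IP1 accumulation measured by competitive TR-FRET in lysed CHO-M1 cells after 30 min compound exposure at 37C, with a small lithium addition to potentiate weak responses. Hill-equation AC50 from ratio and donor-channel data.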
CBFb RUNX1 block = inhibitors of human CBF-beta and RUNX1 interaction; Q01196+Q13951; AlphaScreen CBFb-His/RUNX1-biotin binding, biochemical; Potency, µM (highest dose often 59.8 µM), inactives show at the highest dose activity, negative = inhibition, most hits filed as inhibitors; 230,000 tested, under 10 active; AID 1477; further: % of control where 0% means no effect
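Inhibition was taken as any reduction in AlphaScreen signal from the CBF-beta–RUNX1 pair (His and biotin tags, 30 nM each), measured after compound (15 min) and bead (90 min) incubations at room temperature.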
Epigenetic derep = epigenetic control regulation, reporter derepression; murine LDR cells, GFP reporter derepression, 30 h; Potency, µM (highest dose often 53.9 µM), inactives show at the highest dose GFP activation, hits mostly activators; 0.2% of 280,000 active; AID 1865; further: potency means the concentration at half of the fitted maximal effect; % of control where 0% means no effect; nearly all actives have a fitted effect of over 60% in size
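GFP-positive cell count by laser-scanning cytometry (objects 20–120 um) after 30 h, 37 C compound exposure of murine LDR cells; reporter is CMV-GFP integrated at a silenced locus, inducible by HDAC or DNMT inhibitors.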
L3MBTL1 block = blocks human L3MBTL1; Q9Y468; AlphaScreen L3MBTL1–H3K9me1 peptide binding; Potency, µM (top dose mostly 57.1 µM), inactives show at the highest dose activity, negative = inhibition, most hits filed as inhibitors; 0.66% of 230,000 active; further: potency means the concentration at half of the fitted maximal effect; on the % scale 0 is the no-effect control and ±100 the full control effect; nearly all actives have a fitted effect of over 60% in size
Target sequence (Q9Y468 whole entry, looked up): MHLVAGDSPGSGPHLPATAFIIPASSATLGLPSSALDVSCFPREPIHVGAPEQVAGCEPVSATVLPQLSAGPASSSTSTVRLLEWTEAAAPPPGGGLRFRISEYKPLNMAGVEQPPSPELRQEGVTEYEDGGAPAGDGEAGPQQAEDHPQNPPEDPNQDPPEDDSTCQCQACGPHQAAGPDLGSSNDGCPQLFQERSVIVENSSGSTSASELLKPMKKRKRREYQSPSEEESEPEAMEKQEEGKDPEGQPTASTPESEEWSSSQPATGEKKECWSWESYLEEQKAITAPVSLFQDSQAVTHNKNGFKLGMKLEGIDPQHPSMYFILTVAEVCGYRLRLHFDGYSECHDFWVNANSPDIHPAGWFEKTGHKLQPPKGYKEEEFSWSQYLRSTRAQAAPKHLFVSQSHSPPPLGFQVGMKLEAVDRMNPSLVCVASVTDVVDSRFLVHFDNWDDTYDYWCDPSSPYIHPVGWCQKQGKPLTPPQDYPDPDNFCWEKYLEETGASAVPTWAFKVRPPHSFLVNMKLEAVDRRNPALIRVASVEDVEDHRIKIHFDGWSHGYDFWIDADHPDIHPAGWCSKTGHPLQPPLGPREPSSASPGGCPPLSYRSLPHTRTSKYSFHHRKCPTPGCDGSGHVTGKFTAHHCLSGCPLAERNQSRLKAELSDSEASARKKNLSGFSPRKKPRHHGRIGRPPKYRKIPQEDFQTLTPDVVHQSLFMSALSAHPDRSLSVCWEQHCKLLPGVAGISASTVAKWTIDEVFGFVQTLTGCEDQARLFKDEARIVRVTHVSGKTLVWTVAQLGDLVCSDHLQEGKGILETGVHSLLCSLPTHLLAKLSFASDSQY
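AlphaScreen assay: L3MBTL1 (50 nM final) was preincubated 30 min at room temperature with biotinylated H3(1-15)K9me1 peptide (75 nM final), then 30 min with library compounds; streptavidin donor and nickel chelate acceptor beads (10 ug/mL final) added, 30 min dark.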
HTT aggregate = mutant huntingtin aggregation inhibition; PC12 HttQ103-GFP aggregates, Acumen cytometry, 40 h; Potency, µM (series often up to 46.1 µM), inactives show at the top dose activity change, negative = inhibition, hits mostly inhibitors; 1.1% of 220,000 active; further: potency means the concentration at half of the fitted maximal effect; on the % scale 0 is the no-effect control and ±100 the full control effect; nearly all actives have a fitted effect of over 60% in size
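Aggregate formation scored by laser-scanning cytometer (488 excitation, 500–530 emission) in lysed PC12 cells expressing Q103-GFP after 100 nM tebufenozide induction; library tested in dose series, with ATPLite reagent added in the multiplex.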
Active calls of the source: *; ? = inconclusive; . = not tested or not shown; & = joins results of further samples; [ ] = another dose, or the depositor's remark. The call rests on the fitted dose curve; in most records, active means well fitted curve in the direction sought with a large enough effect; inconclusive means small, poorly fitted or top-dose-only effect, or another doubt; inactive means no such curve, though single readings can be large; an effect the other way counts as inactive or inconclusive.

SMILES	NPSR antagonist	Luc counter	IMPase Li cell	CBFb RUNX1 block	Epigenetic derep	L3MBTL1 block	HTT aggregate
COC(=O)Nc1ccc(S(=O)(=O)NCc2ccccn2)cc1	6%	1%	0%	11%	2.3%	14%	-14%
CCCCc1cc2c(s1)CCCC/C2=N/O	-5%	3%	3%	15%	0.1%	7%	6%
COc1ccc(-n2c(N)c(C(=O)NCc3cccnc3)sc2=S)cc1	-9%[46.1 µM]	-6%	?	-7%	1.6%	.	5%
Cc1ccc(C(=O)Nc2ccc(S(=O)(=O)N3CCOCC3)cc2)cc1	6%	2%	5%	1%	-1.1%	7%	.
CNC(=S)NC1CC2CCCC(C1)N2Cc1ccc(C)cc1 (stereo unspecified)	-14%	2%	25%	8%	-1.0%	-4%	-20%[9.22 µM]
CCOC(=O)C1(Cc2cccc(F)c2)CCN(C(=O)Cn2cnnn2)CC1	-3%	.	.	7%	-0.2%	0%	1%[9.22 µM]
CC(=O)c1c(O)c2ccccc2n(C(C)C)c1=O	26%	3%	-5%	17%	5.6%	5%	13µM*
O=S(=O)(NC1CCCCC1)c1cccc(-c2nnc(-c3ccccc3)o2)c1	?	1%	12%[38.3 µM]	9%	0.0%	4%	?
Cc1ccc(-c2nc(NC(=O)c3nn(C)cc3[N+](=O)[O-])sc2C)cc1	-9%[46.1 µM]	-6%	34%[activator][38.3 µM]	-2%	-2.9%	.	18%[9.22 µM]
OC[C@H]1O[C@@H](n2cnc3c(NCc4ccccc4)ncnc32)[C@H](O)[C@@H]1O	.	0%	1%	5%[21.7 µM]	2.4%	.	.

Laid out differently: 2 of the compounds above
SMILES | NPSR antagonist | Luc counter | IMPase Li cell | CBFb RUNX1 block | Epigenetic derep | L3MBTL1 block | HTT aggregate
CCOC(=O)C1(Cc2cccc(F)c2)CCN(C(=O)Cn2cnnn2)CC1 | -3% | . | . | 7% | -0.2% | 0% | 1%[9.22 µM]
CC(=O)c1c(O)c2ccccc2n(C(C)C)c1=O | 26% | 3% | -5% | 17% | 5.6% | 5% | 13µM*

The list goes on.
SMILES	NPSR antagonist	Luc counter	IMPase Li cell	CBFb RUNX1 block	Epigenetic derep	L3MBTL1 block	HTT aggregate
Cc1cc(C(=O)N2CCN(c3ncccc3C#N)CC2)no1	1%	.	.	2%	0.0%	-8%	2%[9.22 µM]
O=C(c1ccc(Cl)cc1)N1CCN=C1c1ccccc1	13%	1%	0%	1%	2.1%	2%	17%
CCCCCCCC/C=C\CCCCCCCC(=O)NC(C)C(=O)O (stereo unspecified)	.	-1%	16%	-6%	-0.3%	.	.
Cc1ccc2nc(C(C)O)[nH]c2c1 (stereo unspecified)	-3%[46.1 µM]	-1%	-10%[38.3 µM]	-1%	-0.9%	8%	-9%
O=C(Nc1ccccc1Oc1ccccc1)C1CCCC1	-4%	0%	-5%	16%	-3.8%	10%	-4%
Cc1ccc(CN2CCN(CC(=O)N3CCc4ccccc4C3)C2=O)cc1	-39%[46.1 µM]	-4%	16%[38.3 µM]	11%	1.0%	.	10%
COc1ccc(NC(=O)CSC2CCCCC2)cc1	-10%[46.1 µM]	2%	19%[38.3 µM]	13%	0.0%	5%	25%
CCc1cc(S(N)(=O)=O)cc(CC)c1NC(C)=O	-11%	.	.	0%	0.2%	0%	-9%[9.22 µM]
COc1ccc(CCCc2nnc(SCC(=O)Nc3ccc(C)c(C)c3)o2)cc1	-13%[46.1 µM]	5%	3%[38.3 µM]	7%	-1.0%&-6.5%	.	11%[9.22 µM]
CN(c1ccccc1)S(=O)(=O)c1ccc(C(=O)NCC2CCCO2)cc1 (stereo unspecified)	-4%[46.1 µM]	-3%	-1%[38.3 µM]	0%	0.0%	.	8%
Cc1cc(C(=O)NNC(=S)NC(C)c2ccccc2)c2ccccc2n1 (stereo unspecified)	-6%[46.1 µM]	-2%	7%[38.3 µM]	-6%	-1.2%	-2%	-1%
Cc1ccc(Cl)cc1NC(=O)c1ccccc1OCC(=O)Nc1ccc(Cl)cc1	-41%	2%	10%	-6%	1.0%	11%	-26%
O=C(Nc1nccs1)c1ccc(Cl)c(S(=O)(=O)N2CCOCC2)c1	-1%[46.1 µM]	2%	0%[38.3 µM]	-3%	0.0%	-1%	-4%
O=C(NC1CCC(C(=O)O)CC1)OCc1ccccc1 (stereo unspecified)	0%[7.67 µM]	-4%&-3%	-21%&27%[38.3 µM]	5%&1%	7.7%&-1.8%	6%	25%&-5%
CC(=O)Oc1ccc(N(C(C)=O)S(=O)(=O)c2cccs2)c2ccccc12	-16%[46.1 µM]	-2%	51%[activator][38.3 µM]	-20%	2.1%	.	?
COc1ccc2nc3c(cc2c1)c(NC(=O)C1CCCO1)nn3CC(C)C (stereo unspecified)	-9%[46.1 µM]	1%	4%[38.3 µM]	29%	0.8%	47%[activator]	?
Cc1ccc2[nH]c(=O)c(C(c3nnnn3Cc3ccccc3)N3CCc4ccccc43)cc2c1 (stereo unspecified)	-29%[46.1 µM]	-2%	-25%[38.3 µM]	0%	5.8%	.	3%
COc1cc(S(=O)(=O)NC(C)C)ccc1Cl	0%[46.1 µM]	-1%	6%[38.3 µM]	-2%	0.0%	.	-8%
O=C(NCc1ccccn1)c1ccc(/C=N/O)nc1	2%[46.1 µM]	4%	-15%[38.3 µM]	-11%	-1.1%	-4%	10%
CN(CCC#N)C(=O)c1ccc(CNS(=O)(=O)c2ccc(F)cc2)cc1	0%[46.1 µM]	-2%	1%[38.3 µM]	0%	-1.2%	2%	12%
O=C(O)Cc1csc(-c2cccc(F)c2)n1	0%	1%	-15%	?	-3.5%	.	24%
COc1cccc2cc(C(=O)N3CCN(C/C=C/c4ccccc4)CC3)c(=O)oc12	-2%[46.1 µM]	2%	47%[activator][38.3 µM]	4%	0.0%	-7%	-25%
O=C(CN1C(=O)C2CCCCC2C1=O)N1CCN(c2ccccc2)CC1 (stereo unspecified)	0%	-4%	2%	5%	0.0%	3%	.
Cc1cc(C)n2nnnc2n1	10%	.	.	-7%	0.1%	6%	6%[9.22 µM]
CCc1ccc(-n2c(=O)c3ccccc3n(CC(=O)C(C)(C)C)c2=O)cc1	-14%	2%	8%	17%	-2.1%	-1%	-12%[9.22 µM]
O=S(=O)(Cc1ccccc1)N1CCCC1	-13%[46.1 µM]	7%	-26%[38.3 µM]	7%	1.9%	4%	4%
O=C(O)CCCN=C1CCCc2ccccc2N1	2%[46.1 µM]	0%	2%[38.3 µM]	1%	0.1%	.	-1%
Nc1nc(C2CC2)c(Sc2sc(N)nc2C2CC2)s1	-21%[46.1 µM]	-3%	14%[38.3 µM]	-9%	-1.1%	-11%	2%
O=C(CCNS(=O)(=O)c1ccc(Br)s1)NCc1ccccc1	20%	0%	-5%	4%	-0.3%	.	-13%
CC(C)(CO)Cc1cc(C(C)(C)C)c(O)c(C(C)(C)C)c1	?	-3%&0%	9%&-2%	26%	-0.1%&0.1%	1%	.
Cc1ccc(C(=O)NNC(=O)Cc2cccs2)cc1	1%[46.1 µM]	.	.	-5%	-0.9%	0%	22%
O=[N+]([O-])c1ncccc1Oc1nc(-c2cccnc2)nc2ccccc12	-5%	-4%	-16%	-9%	6.6%	13%	-7%
CCC/C(O)=C1\C(=O)CCCC1=NCCc1c(C)[nH]c2ccccc12	-14%	.	.	4%	10%	.	9%[9.22 µM]
Clc1cc2c(c(Cn3cnc4ccccc43)c1)OCOC2	-4%[46.1 µM]	2%	6%	-3%	-0.8%	-6%	-12%
CCOc1ccccc1C1CC(c2ccc(Cl)cc2)Nc2nc(N)nn21 (stereo unspecified)	-12%[46.1 µM]	0%	20%[38.3 µM]	5%	0.7%	-4%	3%
CCCCCCCCCCCCCCC[C@@H](O)[C@H](CO)NC(C)=O	.	-1%	-10%&17%	14%&-22%	0.0%&0.0%	.	.
CC1(C(=O)OCC(=O)N2c3ccccc3Sc3ccccc32)CC1(Cl)Cl (stereo unspecified)	?	2%	14%	11%	1.0%	3%	?
Cc1ccc2[nH]c(=O)c(CN(C(=O)c3cccc([N+](=O)[O-])c3)C(C)(C)C)cc2c1	-13%	.	.	0%	-1.0%	4%	37%[9.22 µM]
Cc1ccc(CNC(=O)CS(=O)(=O)c2ccccc2)cc1	0%	2%	1%	5%	0.8%	3%	25%
CC(=O)Nc1nc2ccccc2[nH]1	12%	-2%	-11%	0%	0.0%	.	-8%
COc1cc(SC)ccc1C(=O)Nc1ccccc1	-21%[46.1 µM]	-1%	21%[38.3 µM]	?	-3.6%	.	-8%
O=C(CS)Nc1ccc2ccccc2c1	-18%[7.67 µM]	.	.	6%	13%	?	16%[9.22 µM]
Cc1sc2ncn(CCC(=O)O)c(=O)c2c1C	-7%[46.1 µM]	0%	6%[38.3 µM]	1%	-3.1%	9%	-1%[9.22 µM]
COc1cc(S(=O)(=O)Nc2cc(C)cc(C)c2)ccc1F	-16%	2%	9%	2%	-1.9%	6%	-13%
CC(C)CC(C(=O)NC1CCCC1)N(Cc1ccc2c(c1)OCO2)C(=O)c1snc(C(N)=O)c1N (stereo unspecified)	-59%	-1%	15%	4%	4.3%	-1%	.
CCC1=C2CC[C@H]3C(=O)NC(=O)[C@H]3[C@H]2[C@@]2(C)C(=NCC3CC3)OC(=O)N2C1=O	.	-2%	-4%	9%	0.7%	.	.
CN1CCN(CC(=O)NN(Cc2ccccc2)c2ccccc2)CC1	-37%	.	.	0%	5.2%	.	-19%[9.22 µM]
Nc1cc(-c2ccc(Br)cc2)nc2cc(-c3ccccc3)nn12	5%	-5%	-9%	13%	1.4%	.	1%
Cc1ccc(S(=O)(=O)N(C(=O)c2ccncc2)c2ccc3oc4c(c3c2)CCCC4)cc1[N+](=O)[O-]	-22%	-1%	1%	-1%	0.0%	-16%	?
CCOC(=O)C1=C(C)N=C2SC(C(=O)OC)=CC(=O)N2C1c1ccc(F)cc1 (stereo unspecified)	?	-7%	25%[38.3 µM]	-7%	-3.0%	-2%	?
Going on with the list:
SMILES	NPSR antagonist	Luc counter	IMPase Li cell	CBFb RUNX1 block	Epigenetic derep	L3MBTL1 block	HTT aggregate
C=CCn1c(SCC(=O)c2c(N)n(C)c(=O)n(C)c2=O)nc2sc(CC)cc2c1=O	-10%[46.1 µM]	0%	-2%[38.3 µM]	0%	-2.0%	3%	-13%
Cn1cccc1Cc1nnc(SCC(=O)Nc2ccc3c(c2)OCCO3)n1CCc1ccccc1	-26%[46.1 µM]	16%	27%[38.3 µM]	-6%	1.7%	.	25%
C=CCNC(=O)c1cc(-c2ccccc2O)on1	-10%[46.1 µM]	7%	-2%[38.3 µM]	9%	0.0%	46%[activator]	-10%
COc1ccccc1NS(=O)(=O)c1cccc(C(=O)N/N=C2\CC(=O)CC(C)(C)C2)c1	0%	2%	1%	3%	-1.1%	7%	-5%
Cn1c(=O)c2cc(S(=O)(=O)NC(Cc3ccccc3)C(=O)NCc3ccco3)ccc2n(C)c1=O (stereo unspecified)	1%[46.1 µM]	-2%	21%[38.3 µM]	-8%	3.6%	.	24%

A portion of the library; the hit share may differ from the screen's.
